Bioassay records (PubChem BioAssay)
SMARCA2 activ: SMARCA2 function activation, primary screen; activation, % at 9.1 µM; MG213 cells, MMTV-luciferase reporter, dexamethasone, overnight; hit rate 1% among 370,000; AID 652017; in the data active = activation above about 7.8%;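 note: 0% = vehicle wells and 100% = reference activator wells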
ssDAF-12 act: activators of S. stercoralis DAF-12 nuclear receptor; HEK293 ssDAF-12/GRIP1 lit1-tk-luc reporter, luminescence; % of 3 µM dafachronic acid response; activation, % at 6.8 µM; hit rate 1% among 370,000;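 active = activation above the mean over all tested compounds plus 3 SD, cut at about 0.9% in these data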;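 note: 0% = DMSO-only wells and 100% = 3 µM delta7-dafachronic acid wells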
DAX1 inh-1: inhibitors of DAX1 repression of SF-1 activated StAR promoter. inhibition, % at 6.8 µM. HEK293T StAR-luciferase reporter, SF-1/DAX-1 repression relief. hit rate 1.1% among 370,000. AID 652010;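 active = inhibition above the mean over all tested compounds plus 3 SD, cut at about 3.6% in these data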;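 note: 0% = DAX-1 cells with DMSO and 100% = cells lacking DAX-1 with DMSO; higher inhibition means more luminescence from relief of DAX-1 repression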
PLCb3 inh: PLC-beta3 (human) inhibition, primary screen. hit rate 0.18% among 370,000. Q01970. inhibition, % at 12.2 µM. Purified PLC-beta3, fluorogenic substrate, fluorescence; in the data active = inhibition above about 11%;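 note: 0% = median of compound wells on plate and 100% = full blocker control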
Target sequence (Q01970 whole entry, looked up): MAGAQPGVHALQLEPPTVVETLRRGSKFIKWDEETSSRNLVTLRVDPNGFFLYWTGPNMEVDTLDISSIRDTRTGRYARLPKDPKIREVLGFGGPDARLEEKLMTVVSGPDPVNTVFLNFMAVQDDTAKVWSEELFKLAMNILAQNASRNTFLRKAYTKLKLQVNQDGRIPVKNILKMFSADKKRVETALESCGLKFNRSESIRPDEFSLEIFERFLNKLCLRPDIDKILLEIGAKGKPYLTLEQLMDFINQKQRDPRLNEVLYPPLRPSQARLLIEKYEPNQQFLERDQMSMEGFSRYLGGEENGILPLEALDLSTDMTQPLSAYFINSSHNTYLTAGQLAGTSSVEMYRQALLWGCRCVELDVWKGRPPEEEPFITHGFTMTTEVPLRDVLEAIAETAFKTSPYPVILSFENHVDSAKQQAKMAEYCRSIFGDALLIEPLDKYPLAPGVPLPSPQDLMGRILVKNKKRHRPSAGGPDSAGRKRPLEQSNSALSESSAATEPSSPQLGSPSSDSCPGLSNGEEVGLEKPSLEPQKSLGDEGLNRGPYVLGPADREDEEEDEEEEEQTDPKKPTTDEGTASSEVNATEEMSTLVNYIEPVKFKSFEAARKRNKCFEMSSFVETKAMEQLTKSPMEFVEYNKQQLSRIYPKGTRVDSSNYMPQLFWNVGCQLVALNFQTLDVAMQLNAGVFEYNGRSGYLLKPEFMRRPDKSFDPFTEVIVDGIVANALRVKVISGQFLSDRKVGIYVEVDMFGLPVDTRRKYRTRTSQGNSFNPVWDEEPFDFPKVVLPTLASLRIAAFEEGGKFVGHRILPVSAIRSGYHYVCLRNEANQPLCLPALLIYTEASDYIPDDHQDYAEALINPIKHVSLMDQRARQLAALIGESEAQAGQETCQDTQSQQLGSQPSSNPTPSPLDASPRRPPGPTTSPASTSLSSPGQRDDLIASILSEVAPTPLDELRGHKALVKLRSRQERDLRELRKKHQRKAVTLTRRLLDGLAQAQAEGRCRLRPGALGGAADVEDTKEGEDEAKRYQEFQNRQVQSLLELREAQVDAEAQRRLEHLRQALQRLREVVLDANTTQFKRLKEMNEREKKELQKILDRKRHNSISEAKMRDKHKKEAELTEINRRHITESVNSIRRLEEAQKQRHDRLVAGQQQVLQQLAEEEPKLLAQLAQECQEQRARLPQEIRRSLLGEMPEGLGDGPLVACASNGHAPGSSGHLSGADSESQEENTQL
PG9 binder: PG9 antibody binding by small molecule; TR-FRET gp120-PG9 antibody binding; inhibition, % at 6.7 µM; AID 624416; hit rate 0.43% among 360,000; in the data active = inhibition above about 8.5%
FXN GAA850 act: increases GAA850 frataxin promoter reporter activity; HEK293 lucGAA850 FXN promoter luciferase reporter, 24 h; percent of 10 µM SAHA response; activation, % at 6 µM; hit rate 0.56% among 360,000;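 active = activation above the average of all compounds screened plus 3 SD, cutoff fixed separately per campaign, cut at about 7.5% in these data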;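 note: 0% = DMSO wells and 100% = 10 µM SAHA wells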
HGIII-sPLA2 inh: Blocks human group III sPLA2 activity. Q9NZ20. hit rate 0.56% among 370,000. inhibition, % at 12.2 µM. QFRET BODIPY PC-A2 liposome hydrolysis, fluorescence;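 active = inhibition above mean plus 3 SD of compounds lying within the high and low control bounds, cut at about 19% in these data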;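 note: 0% = median of test compound wells and 100% = no enzyme DMSO wells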
NR1D1 modulator: Rev-erb alpha (human) modulation | hit rate 0.79% among 370,000 | Rev-erbα–FITC-DNA binding, fluorescence polarization, 90 min | activity, % at 10 µM | P20393 | AID 1259318;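 active = activity above about 14%, limit read from the data; passing the limit was not always enough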;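 note: 0% = DMSO wells with 35 nM protein and 100% = DMSO wells with 750 nM protein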
hgDAF-12 ag: hgDAF-12 agonism, primary luciferase screen; HEK293 GAL4-hgDAF12 UAS-luciferase reporter, agonist luminescence; normalized to butyrate control; activation, % at 6.8 µM; hit rate 1.8% among 370,000; AID 687014;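 active = activation above a cutoff set at the mean of all screened compounds plus 3 SD, cut at about 10% in these data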;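 note: 0% = DMSO wells and 100% = sodium butyrate wells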
DAX1 inh-2: NR0B1 (DAX1) inhibition; P51843; HEK293 Gal4-DAX1 luciferase reporter, luminescence; inhibition, % at 6.75 µM; hit rate 0.99% among 340,000; AID 504766;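 active = inhibition above the mean over all tested compounds plus 3 SD, cut at about 4.2% in these data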;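 note: 0% = DAX1-transfected cells with DMSO and 100% = empty-vector control cells with DMSO; inhibition shows as a rise in luminescence from relieved DAX1 repression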
hcDAF-12 act: activates DAF-12 receptor from parasite H. contortus | hit rate 1.4% among 370,000 | activation, % at 6.8 µM | AID 652067 | HEK293 hcDAF-12 lit1-tk-luc reporter, luminescence; 0% DMSO, 100% Δ7-dafachronic acid;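 active = activation above the mean of all tested compounds plus 3 SD, cut at about 5.5% in these data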;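 note: 100% = response to 3 µM Δ7-dafachronic acid high control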
Active calls of the source: *; / = not tested or not shown. This is a random part of the collection; any-hit rate near 7%.

SMILES	SMARCA2 activ	ssDAF-12 act	DAX1 inh-1	PLCb3 inh	PG9 binder	FXN GAA850 act	HGIII-sPLA2 inh	NR1D1 modulator	hgDAF-12 ag	DAX1 inh-2	hcDAF-12 act
CC(NC(=O)c1ccccc1F)c1nnc(SCc2nc3ccccc3c(=O)[nH]2)n1C (stereo not given)	-6	-0.8	0.2	4	-0.2	3.2	3	-2	3.5	-0.1	0.4
COc1cccc(CN2CCC(Oc3ccc(C(=O)N4CCCCC4)cc3)CC2)c1O	-1	-1.4	-0.5	-7	-2.1	-0.3	-14	8	-2.1	-0.6	-1.3
COc1cc2ncnc(NCc3ccc(Cl)cc3)c2cc1OC	-4	-2.1	-0.3	-4	0.0	-1.3	-9	2	-1.9	0.8	-1.4
Cn1c(CSCc2ccccc2Cl)n[nH]c1=S	-1	-1.3	-0.2	0	2.3	3.3	5	-2	-1.2	0.9	-2.1
CN(C)c1ccc(C2Nc3cccc4cccc(c34)N2)cc1	1	1.6*	0.6	-12	-1.7	0.3	6	5	3.8	-0.8	8.4*
CC(=O)N(CC#CCN(C(C)=O)c1ccccc1)c1ccccc1	-2	-0.3	1.8	-11	0.7	3.1	7	-3	3.4	1.5	2.4
Cc1ccc(Cc2c(C(C)(C)C)nc3ccc(Br)cn23)cc1	2	-1.2	1.3	-20	0.0	/	-32	-5	1.6	/	0.9
O=C1CC(C(F)(F)C(F)(F)C(F)(F)C(F)F)=Nc2ccccc2N1	0	-1.2	0.8	0	1.0	1.3	-8	1	0.0	0.6	0.8
O=C(N=Nc1c(O)[nH]c2ccc(Br)cc12)c1cc(-c2cccs2)nc2ccccc12	1	-0.5	-0.4	-18	0.4	0.8	-3	1	1.0	1.3	2.2
COc1ccc(S(=O)(=O)N2CCN(CC(=O)Nc3ccccc3OC)CC2)cc1	-3	-1.6	0.6	-2	0.5	2.6	1	-9	1.5	-0.1	-0.3
NS(=O)(=O)c1ccc(CNS(=O)(=O)c2cc(Cl)ccc2Cl)cc1	-4	-1.2	0.1	-4	-1.2	0.4	-7	-3	1.8	-0.8	-1.2
CCC(=O)Nc1cccc(C(=O)c2ccccc2)c1	1	-0.9	-1.4	2	-0.7	0.4	3	2	1.7	0.4	-1.2
NC(=O)CCC(NC(=O)c1ccc(Cl)cc1)C(=O)O (stereo not given)	2	-2.0	-0.2	-1	0.6	-1.4	1	-3	0.1	-1.4	-0.2
C[C@@H]1CCCCO[C@H](CN(C)Cc2ccc(C(=O)O)cc2)[C@@H](C)CN([C@H](C)CO)C(=O)c2cc(NC(=O)CCC(F)(F)F)ccc2O1	-4	-1.3	0.1	0	-2.5	1.0	1	3	-0.4	0.8	-1.8
CCOC(=O)c1ccccc1-c1csc(NS(=O)(=O)c2ccc(Cl)cc2)n1	0	-1.0	0.8	-1	-1.4	-2.9	-53	-1	-1.6	0.8	-1.3
COc1ccc(CCC(=O)Nc2nnc(C)s2)cc1	-6	-0.8	-0.3	-5	0.6	2.5	-2	3	1.6	/	-0.9
CCCN(CCC)CCNC(=O)C1CCN(Cc2nc(-c3ccc(Cl)cc3)oc2C)CC1	-1	-1.3	0.9	-2	1.3	2.4	-2	6	-1.1	0.1	-0.7
Cc1n[nH]c(=O)n1-c1cccc(C(F)(F)F)c1	2	-1.2	0.7	2	1.1	-1.2	2	-4	-1.2	-0.3	-1.1
CCOc1ccc(/C=N/NC(=O)c2ccc(O)cc2)cc1CN1CC2CC(C1)c1cccc(=O)n1C2 (stereo not given)	-1	-1.2	1.7	-5	0.3	0.4	-7	-1	6.5	0.3	2.2
CN(Cc1ccnc2ccccc12)C(=O)C1CCC(=O)N(Cc2ccccc2F)C1 (stereo not given)	0	-0.5	1.0	-4	-1.3	0.0	-3	-5	0.4	0.3	-0.6
CNC(=S)NC1CC2CCCC(C1)N2Cc1ccc(C)cc1 (stereo not given)	-1	-1.5	0.7	-3	-1.2	1.0	8	1	2.7	0.5	-1.2
Cn1c(=O)c2c(nc(Cc3ccccc3)n2C)n(C)c1=O	-1	-0.9	-0.7	-5	-0.2	0.7	3	-2	1.4	1.1	0.3
Cc1ccccc1NC(=O)c1cc[n+]([O-])cc1	-2	-1.0	0.0	-2	-0.1	-0.6	1	-4	1.2	-0.8	-0.8
CCc1nc(SCc2ccc(OCC(C)C)cc2)n[nH]1	-2	-1.4	-1.4	0	-0.6	2.8	-9	5	-1.4	-3.2	-1.3
Cc1ccc(Nc2cc(C)nc3ncnn23)c(C)c1	-2	-1.1	0.5	-1	-1.1	-0.8	1	-8	-0.5	0.2	0.8
SMILES	SMARCA2 activ	ssDAF-12 act	DAX1 inh-1	PLCb3 inh	PG9 binder	FXN GAA850 act	HGIII-sPLA2 inh	NR1D1 modulator	hgDAF-12 ag	DAX1 inh-2	hcDAF-12 act
CC12CCC(C(=O)NNc3ccccc3)(C(=O)C1=O)C2(C)C (stereo not given)	-1	-1.1	0.0	-4	-2.3	-0.8	-7	-2	-0.7	1.3	-1.1
COc1ccccc1NC(=O)Nc1cccc(C)n1	1	-1.5	-0.9	-1	-2.4	0.6	-1	2	0.4	0.5	-2.2
CSc1nnnn1-c1ccc(C(=O)O)cc1	-1	-0.8	-0.3	3	-0.1	1.3	-2	-6	-1.6	-0.5	-1.1
COc1ccc(OCC(=O)Nc2ccc3nc(C)sc3c2)cc1	1	-0.7	-0.1	-6	-1.9	1.9	-3	-5	0.7	0.1	-1.2
CCC(=O)N1CCC1(C)C(=O)Nc1ccc(C)c(C)c1 (stereo not given)	-2	-1.8	-0.5	-2	-0.3	0.3	0	0	0.5	/	-1.8
Cc1ccc(S(=O)(=O)NCc2ccccc2)cc1C(=O)N1CCCC(C(F)(F)F)C1 (stereo not given)	-2	-1.4	-2.4	-6	-1.2	1.4	-7	-2	0.2	-1.1	-2.3
CCCCNc1c(-c2ccc(-c3cccc(Cl)c3)cc2)nc2ccc(Cl)cn12	4	-0.9	0.0	-358	-0.5	1.1	-1	7	6.4	0.8	3.5
CCN(C(=O)c1ccc(NC(C)=O)cc1)c1ccccc1	-1	-1.6	0.2	2	-1.0	-1.8	-2	-2	1.0	-0.5	-0.4
COc1cc(OC)cc(C(=O)N2CCCc3ccccc32)c1	0	-1.4	0.2	-6	-2.2	1.6	20*	2	-0.4	0.5	0.5
Cc1cc(C)cc(SCc2noc(C(=O)NCCN(C)C)c2C(=O)NCCN(C)C)c1	1	-1.5	0.5	4	-0.3	1.3	0	4	0.1	-0.4	-1.5
CC(C(=O)Nc1ccc(N2CCOCC2)cc1)N1C(=O)NC(C)(C)C1=O (stereo not given)	0	-0.2	0.3	-9	-0.3	2.4	5	1	-0.1	0.2	0.0
COCCNC(=O)C1(C)CCCN(C(=O)c2cc(F)cc(F)c2)C1 (stereo not given)	-7	-0.7	0.1	0	-0.6	0.8	11	-1	4.9	/	0.6
S=C(NCc1ccncc1)Nc1ccc(Cl)c(Cl)c1	-4	-1.6	-0.9	2	-0.3	-1.4	7	-3	5.5	-1.2	-1.2
Cc1ccccc1N(CC(=O)NC1CCCC1)C(=O)C1(C)CC(=O)N=C2C=CC=CN21 (stereo not given)	2	-1.4	0.4	-149	1.6	-0.1	7	2	-1.9	1.1	-0.6
Cc1cc(C(=O)Nc2ccc(S(=O)(=O)N3CCCC3)cc2)cs1	-4	-2.3	-0.3	-1	-0.5	-2.5	-3	-6	-0.8	0.7	-1.8
CCCNC(=O)N[C@@H](CCSC)C(=O)OC	-4	-1.5	-0.4	3	-1.7	3.0	1	-1	0.5	1.3	0.1
Cc1cc(Cl)nc(Cl)c1C(=O)NC(=O)NCCC(C)C	-1	-1.9	-0.8	-3	0.6	0.8	-6	-1	-3.3	-1.0	1.6
CC(C)(C)NC(=O)COC(=O)c1cncc(Br)c1	0	-0.5	0.6	0	-3.9	-0.1	8	5	3.8	0.2	1.1
O=C(c1ccc2c(c1)OCCO2)N1CCN(Cc2c(F)cccc2Cl)CC1	-2	-1.1	-1.6	-14	0.6	-0.7	5	-5	-0.1	-0.7	0.1
CCCSCCCNC(=O)CN1C(=O)COc2ccc(S(=O)(=O)N3CCCC3)cc21	-1	-1.1	-0.8	-6	-0.5	0.2	3	4	0.9	1.7	0.7
O=C(O)CC(C(=O)Nc1ccc(F)cc1)C1CCCO1 (stereo not given)	-2	-2.0	0.1	-8	-0.9	0.1	7	-3	-2.5	-0.4	-1.3
COc1ccc(N(CC(=O)Nc2ccc(Cc3ccncc3)cc2)S(=O)(=O)c2ccccc2)cc1	-2	-1.6	-0.4	-2	0.4	-0.2	-14	3	1.9	-0.7	-1.3
Cc1cc(C)cc(C(=O)Nc2cccnc2)c1	-1	-0.5	-0.7	-2	-1.9	1.7	3	0	0.2	-0.5	-0.5
CCOc1ccc(-n2c(SCC(=O)Nc3ccc(CC)cc3)nc3n[nH]c(C)c3c2=N)cc1	-4	-1.0	0.1	-2	-0.2	-0.5	-2	6	-1.8	0.2	0.1
O=C(NNS(=O)(=O)c1ccccc1)C(O)(c1ccccc1)c1ccccc1	-2	-1.5	0.1	3	-2.4	1.9	-9	-3	2.0	-0.3	2.4
SMILES	SMARCA2 activ	ssDAF-12 act	DAX1 inh-1	PLCb3 inh	PG9 binder	FXN GAA850 act	HGIII-sPLA2 inh	NR1D1 modulator	hgDAF-12 ag	DAX1 inh-2	hcDAF-12 act
CCC(C)NC(=O)c1cnc2n(c1=O)CCS2 (stereo not given)	2	-0.6	1.1	4	2.0	2.0	3	-5	0.9	1.6	1.2
COCCCNC(=O)c1c(N)n(/N=C/c2ccccn2)c2nc3ccccc3nc12	-3	-1.2	-0.6	-8	-1.0	-2.3	5	1	-0.8	-1.8	-0.3
CCCCNC(=O)c1cc(-c2ccc(F)cc2)on1	2	0.5	0.4	6	0.2	32*	2	-4	34*	4.1	2.1
Cc1nc2ccc(S(=O)(=O)NCC(=O)N3CCc4ccccc4C3)cc2s1	2	-1.5	0.4	3	-0.4	-3.3	2	5	-3.8	-0.1	-1.4
O=C(O)CSc1ncccc1C(=O)O	-1	-0.1	0.4	3	-1.5	1.9	3	1	3.3	2.6	1.1
NC(=O)c1nn(-c2ccccc2)nc1NC(=O)Cn1nnc(-c2ccccc2)n1	4	-0.9	-0.4	4	8.6*	1.9	-14	-3	2.0	-0.8	1.1
CN(C)CCCNc1nc(-c2ccccc2)nc2ccccc12	0	-0.1	-0.1	-4	-0.1	0.1	-11	-2	-0.8	-0.7	3.9
CCn1c(CSCc2ccccc2)n[nH]c1=S	4	-1.6	0.1	2	-0.7	-1.3	6	-5	-0.8	-0.3	-1.7
Cc1ccc(SCc2[nH]nc3c2C2(C(=O)Nc4ccc([N+](=O)[O-])cc42)C(C#N)=C(N)O3)cc1 (stereo not given)	0	-1.7	-1.0	7	-0.5	-3.6	-29	0	2.2	-0.1	-1.4
CN(C)C(CNC(=S)Nc1ccc(F)cc1)c1cccnc1 (stereo not given)	1	-1.2	0.4	3	-0.5	1.7	4	-5	-1.0	-0.2	1.1

Single values from the results shown:
In HGIII-sPLA2 inh, Cc1ccc(SCc2[nH]nc3c2C2(C(=O)Nc4ccc([N+](=O)[O-])cc42)C(C#N)=C(N)O3)cc1 (stereo not given) shows -29
In HGIII-sPLA2 inh, O=C(O)CSc1ncccc1C(=O)O shows 3
